# UBC13 inh: inhibitors of human UBC13 polyubiquitin chain formation; P61088; TR-FRET; inhibition, % at 20 µM; actives 0.47% (n = 330,000); in the data active = inhibition above about 45%, passing the limit was not always enough
# Target sequence (P61088 whole entry, looked up): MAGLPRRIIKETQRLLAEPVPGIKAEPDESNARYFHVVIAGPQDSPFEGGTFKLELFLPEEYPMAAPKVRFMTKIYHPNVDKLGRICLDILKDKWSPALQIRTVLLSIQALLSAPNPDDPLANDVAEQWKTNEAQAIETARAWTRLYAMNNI
# 697 NFkB inh: inhibitors of the PMA/ionomycin-induced NF-kB reporter in 697 B cells; 697 B-cell NF-kB luciferase reporter, 16 h; inhibition, % at 4 µM; actives 0.33% (n = 330,000); in the data active = inhibition above about 35%
# EBI2 antag: blocks human EBI2 receptor beta-arrestin signaling. inhibition, % at 5 µM. EBI2 beta-arrestin recruitment, luminescence, 7a,25-OHC stimulated. actives 0.81% (n = 360,000). P32249. AID 651636; in the data active = inhibition above about 38%;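 note: enzyme fragment complementation signal reports receptor beta-arrestin coupling in cells; 0% = agonist plus DMSO wells and 100% = wells without agonist; some results beyond the cut were filed as inactive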
# Target sequence (P32249 whole entry, looked up, the tested form may be a part): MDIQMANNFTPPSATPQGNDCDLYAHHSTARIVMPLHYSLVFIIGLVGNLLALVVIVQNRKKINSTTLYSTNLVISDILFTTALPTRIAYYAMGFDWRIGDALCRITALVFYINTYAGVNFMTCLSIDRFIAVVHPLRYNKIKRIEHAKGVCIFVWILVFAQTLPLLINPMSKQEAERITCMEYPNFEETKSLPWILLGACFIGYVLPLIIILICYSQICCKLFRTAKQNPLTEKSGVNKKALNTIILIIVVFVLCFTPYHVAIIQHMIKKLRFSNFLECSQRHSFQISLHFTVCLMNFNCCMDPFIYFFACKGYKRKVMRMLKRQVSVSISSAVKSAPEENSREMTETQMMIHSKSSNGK
# Jurkat NFkB inh: inhibitors of the PMA/ionomycin-induced NF-kB reporter in Jurkat cells; PMA/ionomycin-induced NF-kB luciferase reporter, luminescence; inhibition, % at 4 µM; actives 0.53% (n = 330,000)
# CCR6 antagonist: CCR6 (human) receptor antagonism | P51684 | CHO-K1 CCR6 PathHunter beta-arrestin, luminescence, CCL20-stimulated | inhibition, % at 20 µM | actives 0.49% (n = 340,000);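 active = compounds whose inhibition of the agonist-driven luminescence signal at 20 µM reaches about 50%, limit read from the data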;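 note: cells stimulated with CCL20 at 14 nM final; plate controls were DMSO with CCL20 for no effect and DMSO without agonist for full effect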
# Target sequence (P51684 whole entry, looked up): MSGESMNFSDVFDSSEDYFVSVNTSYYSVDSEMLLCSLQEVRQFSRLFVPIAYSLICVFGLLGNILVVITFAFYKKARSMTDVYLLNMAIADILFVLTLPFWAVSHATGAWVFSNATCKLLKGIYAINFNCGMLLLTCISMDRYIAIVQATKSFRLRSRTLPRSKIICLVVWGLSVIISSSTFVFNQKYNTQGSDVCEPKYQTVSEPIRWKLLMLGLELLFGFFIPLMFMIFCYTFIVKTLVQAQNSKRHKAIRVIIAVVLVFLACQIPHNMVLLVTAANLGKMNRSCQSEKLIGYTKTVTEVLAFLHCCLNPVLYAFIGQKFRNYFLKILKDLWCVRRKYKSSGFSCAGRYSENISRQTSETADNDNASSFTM
# Apaf1 inhib: inhibitors of human Apaf-1 apoptosome; O14727; inhibition, % at 20 µM; reconstituted apoptosome caspase-3 activity, DEVD-Rh110 fluorescence; actives 0.71% (n = 330,000); active = inhibition of at least 40% at 20 µM;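 note: plate controls were DMSO wells for no effect and DEVD-CHO caspase inhibitor wells for full effect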
#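 Medium: Hepes buffer, pH 7.5 / System: biochemical Apaf-1 apoptosome reconstitution / Measured by: Rh110 fluorescence, excitation 480 nm, emission 540 nm / Times: compound with Apaf-1, dATP, procaspase-3 30 min, then 50 min reaction, room temperature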
# Gli-Sufu antag: Gli-Sufu pathway antagonism. Sufu-KO-LIGHT fibroblasts, Gli luciferase reporter luminescence. inhibition, % at 5 µM. actives 0.74% (n = 340,000). AID 588413;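 active = inhibition above about 55%, limit read from the data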;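 note: 0% = DMSO-treated cells and 100% = wells with medium but no cells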
# SENP8 block: blocks the human protease SENP8. purified SENP8, Z-RLRGG-aminoluciferin cleavage, luminescence. inhibition, % at 10 µM. actives 1.2% (n = 330,000)
# * marks the source's active call; other numbers are inactive results; . = not tested or not shown. Cut-off read from the data, not from the text of the source, unless noted: active = inhibition above about 50%; inactive = the rest.
# Every second line gives: UBC13 inh	697 NFkB inh	EBI2 antag	Jurkat NFkB inh	CCR6 antagonist	Apaf1 inhib	Gli-Sufu antag	SENP8 block
CCc1nn(CC(=O)NCCCc2ccccc2)c(=O)c2cc3cc(F)ccc3n12
  -5	-5	2	18	4	13	3	11
Cc1cccc(NC(=O)CN(C)C(=O)c2ccc(N3CCCCCC3)c([N+](=O)[O-])c2)c1C
  4	-3	12	-2	27	14	-11	7
CNC(=S)N/N=C/c1ccco1
  14	15	-1	7	7	-10	-2	-2
CC(C)(C)[C@@H]1COC(=O)[C@@H](Cc2ccc(F)cc2)CC/C=C\C[C@@H](CC(=O)N(CCO)Cc2ccccc2)C(=O)N1
  6	-4	11	9	7	21	2	-6
CCc1cc(C(=O)c2ccc(OC)cc2)c(NC(=O)CC(C)(C)CC(=O)O)s1
  -13	13	2	4	3	-8	9	-9
Cc1ccc(CCNC(=O)CN2CCN(Cc3ccccc3F)C2=O)cc1
  -6	3	0	12	-9	5	-4	5
Cn1cccc1CC(=O)N/N=C/c1ccc(Cl)c([N+](=O)[O-])c1
  -4	9	7	4	-8	-6	-6	2
CCOC(=O)c1c(NC(=O)Cn2nnc(-c3ccc(Cl)cc3)n2)sc(CC)c1C
  -3	16	5	-27	18	21	2	-3
CN(/N=C/c1ccc(C(C)(C)C)cc1)C1=NCCN1
  5	-9	5	-22	5	-8	8	3
C=CCn1c(O)c(N=Nc2ccccc2)c2ccccc21
  -1	2	10	-15	23	13	-11	-3
COC(=O)C(CCSC)NC(=O)Cn1ncc2c(=O)oc3ccccc3c21 (stereo unspecified)
  -2	-4	-8	-5	1	4	4	5
COc1ccc(CNS(=O)(=O)NCc2ccccc2F)cc1
  7	12	3	-9	11	-4	-2	3
CC(=O)Oc1ccc(C(=O)Nc2ccccc2NC(=O)c2ccc(OC(C)=O)cc2)cc1
  2	12	0	13	-11	-2	-7	-9
CN1CCN(C(=S)NC(=O)c2cccc([N+](=O)[O-])c2)CC1
  9	16	-10	33	11	-4	13	3
O=C(NC12CC3CC(CC(C3)C1)C2)c1ccc(Br)o1
  9	5	-2	-15	16	8	-5	-1
CC(CCN1CCN=C1N(C)C)c1ccccc1 (stereo unspecified)
  -6	-3	6	-9	12	-5	10	-1
CC1(O)c2ccccc2C(=O)N1Cc1ccccc1 (stereo unspecified)
  21	22	-1	2	9	4	-5	3
COc1ccc(C)cc1NC(=O)C1CCCCC1C(=O)O (stereo unspecified)
  -1	-6	-14	-4	5	0	-3	-8
S=c1[nH]ncn1/N=C/c1ccc(Br)cc1
  22	-4	2	22	14	1	-47	-8
CCC(CO)NC(=O)c1cc2c(s1)CCC2 (stereo unspecified)
  -13	10	-6	-6	3	2	-8	-10
CC(C)c1ccc(N(C(=O)c2csnn2)C(C(=O)NC2CCCC2)c2cccnc2)cc1 (stereo unspecified)
  5	18	-1	1	8	2	-5	4
O=C(OCn1ncc(Cl)c(Cl)c1=O)c1cccc(C(F)(F)F)c1
  13	-5	52*	5	59*	8	6	1
COc1ccc(OC)c(S(=O)(=O)Nc2cc(C(=O)O)ccc2N2CC3CC(C2)c2cccc(=O)n2C3)c1 (stereo unspecified)
  4	11	-1	-4	-8	-8	-4	8
CC(=O)N1CSCC1C(=O)NNS(=O)(=O)c1ccccc1 (stereo unspecified)
  6	2	1	11	4	-9	21	2
O=C(Nc1cccc(Cl)c1)N1CCN2C(=O)c3ccccc3C12c1ccccc1 (stereo unspecified)
  8	21	23	7	22	10	1	-4
COc1cc(C2c3c(oc4ccccc4c3=O)C(=O)N2c2ccc(C)cn2)ccc1O (stereo unspecified)
  10	-8	1	-7	7	5	-4	2
CCC1CCCCN1S(=O)(=O)c1ccc(-n2cnnn2)c(C)c1 (stereo unspecified)
  -2	-8	3	7	15	9	-8	2
O=C(c1ccc(S(=O)(=O)N2CCOCC2)cc1)N1CCN(c2ccc(F)cc2)CC1
  4	4	2	-6	2	-4	-3	-11
Cc1ccc(N=Cc2c(O)c3ccccc3oc2=O)c(C)c1
  5	-63	6	2	11	-10	13	46
CCOC(=O)C1=C(COC(=O)/C=C/c2ccc(OC)cc2)NC(=O)NC1C (stereo unspecified)
  -7	-19	0	30	1	5	-22	1
Cc1ccc(C)c(NC(=O)COc2cccc3c2CCN(Cc2ccccc2)C3=O)c1
  0	1	9	11	-10	24	3	-8
CC1Sc2ccc(C(=O)Nc3cc(S(C)(=O)=O)ccc3Cl)cc2NC1=O (stereo unspecified)
  -2	7	4	-7	-3	14	-7	-9
Cc1[nH]c2ccccc2c1C(=O)CSc1nc2ncc(Cl)cc2[nH]1
  -19	-8	8	-18	4	-14	1	2
CN(C)S(=O)(=O)c1cccc(NC(=O)c2ccc(S(=O)(=O)N3CCCCC3)cc2)c1
  -1	-13	3	16	6	13	5	0
COc1ccc(C2C(C#N)=C(N)OC3=C2C(=O)CC(C)(C)C3)cc1Cn1nc(C)c([N+](=O)[O-])c1C (stereo unspecified)
  -13	3	-6	-10	0	15	7	-11
C/C(Cl)=C\Cn1c(NCCCn2ccnc2)nc2c1c(=O)n(C)c(=O)n2C
  5	0	-12	14	-24	-8	12	9
Cc1ccc(-c2cc3nc(-c4ccc(Br)cc4)cc(N)n3n2)cc1
  -9	-15	12	2	7	-3	-1	-5
CCc1cc(/C(Cc2csc(C)n2)=N/O)c(O)cc1O
  16	-24	1	5	-5	1	16	-8
Cc1c(C)c2ccc(OC3CCCCC3=O)cc2oc1=O (stereo unspecified)
  9	12	0	-10	11	4	-6	-4
COc1cc(S(=O)(=O)NCCCN2CCOCC2)ccc1Cl
  0	-16	14	-5	6	0	0	4
COc1ccc(NC(=O)Cn2nnc(C(=O)NCCc3ccccc3)c2N)cc1
  4	18	-5	4	-14	-5	-12	0
C=C(C)CSc1nnc([C@@H]2CCCN2)o1
  -8	-21	-6	-10	-2	2	-3	-3
O=P(O)(O)C(O)C(F)(F)C(F)(F)C(F)(F)C(F)F (stereo unspecified)
  -4	-7	-3	-3	7	-6	3	6
Cc1ccsc1C1C(C#N)=C(N)Oc2n[nH]c(C)c21 (stereo unspecified)
  11	20	-3	0	-4	-19	65*	-2
COc1ccc(NC(=O)C2=C(C)NC(=O)NC2c2cccc(OC)c2OC)c(OC)c1 (stereo unspecified)
  -12	-7	3	-8	-22	4	34	-9
CCOc1ccc(C(CCc2ccccc2)NC(=O)c2ccccc2F)cc1OCC (stereo unspecified)
  0	-6	18	-5	18	20	1	0
CCOC(=O)CN1C(=O)S/C(=C\c2ccc(-c3ccc(C(=O)O)c(Cl)c3)o2)C1=O
  -3	12	7	9	20	2	0	7
CCOC(=O)/C(=C\c1ccccc1)NC(=O)c1ccccc1
  -7	-42	-6	-34	16	4	-4	-4
COc1cc(-c2noc(CCC(N)=O)n2)cc(OC)c1OC
  3	-1	.	-24	.	-2	.	-5
O=S(=O)(Nc1cccc(Cl)c1)c1ccc(-n2cccn2)cc1
  -8	1	-1	-19	2	14	9	-6
O=C(C1=C(O)C(=O)N(CCN2CCOCC2)C1c1ccc(Br)cc1)c1cc2ccccc2o1 (stereo unspecified)
  -6	8	14	2	18	-1	3	-7
O=C(CCC1CCCC1)Nc1ccon1
  6	15	-17	-6	13	-1	4	-6
Cc1ccc(S(=O)OCC(=O)Nc2cc(Cl)ccc2N2CCOCC2)cc1 (stereo unspecified)
  -4	-9	17	-2	6	10	8	11
CCCc1ccc(-c2c(C)sc(N)c2C#N)cc1
  2	5	6	-11	3	27	-8	0
COc1cc(OC)cc(-c2nc(-c3cccs3)no2)c1
  5	-22	8	-59	-8	-2	-57	-1
CCNc1nc(OC)nc(Oc2ccc(=O)n(-c3ccccc3)n2)n1
  4	12	-5	0	-1	-9	-15	1
COC(=O)c1sc2ccccc2c1-n1cccc1C(=O)C(=O)Nc1ccccc1
  -18	-3	14	-4	20	5	4	5
O=C(Cn1nnc(-c2ccccc2)n1)OC1CCOC1=O (stereo unspecified)
  4	-7	9	-4	27	-6	6	1
Cc1ccc(C(=O)CCC(=O)OCC(=O)Nc2c(C)nn(-c3ccccc3)c2C)cc1
  -5	-14	4	8	5	4	-9	-11
CCOc1ccccc1N(C)S(=O)(=O)c1ccc2c(c1)CC(C)N2C(=O)C1CC1 (stereo unspecified)
  -1	-20	1	3	24	19	60*	5

# The results go on.
# Every second line gives: UBC13 inh	697 NFkB inh	EBI2 antag	Jurkat NFkB inh	CCR6 antagonist	Apaf1 inhib	Gli-Sufu antag	SENP8 block
O=C(COc1ccc(Cl)cc1Cl)NN=C1CCCCC1
  -3	-1	-10	-2	6	-9	5	-6
O=C(CN1C(=O)NC(c2ccccc2)(c2ccccc2)C1=O)NC1CCS(=O)(=O)C1 (stereo unspecified)
  -6	-5	-17	-21	8	11	-2	-8
O=C(Nc1ccccc1OC(F)F)c1ccc(S(=O)(=O)N2CCOCC2)cc1
  -9	-27	-3	3	8	6	-10	11
Cc1nn2c(-c3ccccc3)ccnc2c1Br
  6	-6	6	3	5	-1	-6	8
COc1cccc(N(C(=O)CNC(=O)c2ccco2)C(C(=O)NC2CCCCC2)c2cccnc2)c1 (stereo unspecified)
  5	4	0	-6	5	-5	1	-1
CCCN(CCO)Cc1cccc(Cl)c1
  -7	7	-2	3	-12	-8	3	-5
CCCCCCCCCCOC(=O)Cn1c(COc2cccc(C)c2)[n+](C)c2ccccc21
  52*	6	-6	35	11	79*	.	-45
CCn1c(SCC(=O)N(C(C)C)C(C)C)nnc1-c1cc2ccccc2cc1O
  4	-5	20	10	19	4	10	3
Cc1nc(NC(=O)COC(=O)CCS(=O)(=O)c2ccccc2Cl)c(Cl)cc1Cl
  6	21	1	-5	-18	-18	-2	2
CCc1ccccc1NC(=O)CCS(=O)(=O)c1ccc2c(c1)CCCN2C(C)=O
  -6	-6	7	-4	6	-6	-11	-7
CCOc1ccc(-c2cn(-c3ccc(OC)cc3)c(SC)n2)cc1
  0	-76	65*	-78	11	11	-68	-17
Cc1cc(C(=O)CSc2nnnn2C)c(C)n1-c1cccc(F)c1
  5	-144	-1	-84	5	-20	-106	3
O=C(N/N=C/c1c[nH]c2ccccc12)c1cc(-c2ccc3ccccc3c2)n[nH]1
  9	-213	2	46	-26	19	-24	-9
Cc1cccc(CSc2ccc3nnc(-c4ccccn4)n3n2)c1
  -8	-13	2	-1	0	2	-2	5
O=C(NCc1ccc2c(c1)OCO2)c1ccc(CS(=O)Cc2ccc(Cl)cc2)o1 (stereo unspecified)
  -13	-20	-9	10	4	9	-3	2
COc1ccc(C(C(=O)NCc2ccc(F)cc2)N(Cc2cccnc2)C(=O)c2snc(C(N)=O)c2N)cc1 (stereo unspecified)
  0	10	14	9	11	8	19	1
COc1ccccc1NC(=S)NCC1CCCO1 (stereo unspecified)
  -10	-1	1	0	-5	-4	-7	-2
CCOc1ccc(NC2OCC(O)C(O)C2O)c([N+](=O)[O-])c1 (stereo unspecified)
  -44	22	8	7	11	-3	-4	9
N#Cc1ccc(S(=O)(=O)N2CCN(CC(=O)NCC3(N4CCOCC4)CCCCC3)CC2)cc1
  3	6	2	-8	5	5	2	9

# Some of these compounds in order of molar mass, lowest first.
# Every second line gives: UBC13 inh	697 NFkB inh	EBI2 antag	Jurkat NFkB inh	CCR6 antagonist	Apaf1 inhib	Gli-Sufu antag	SENP8 block
COc1ccccc1NC(=S)NCC1CCCO1 (stereo unspecified)
  -10	-1	1	0	-5	-4	-7	-2
CCOc1ccc(NC2OCC(O)C(O)C2O)c([N+](=O)[O-])c1 (stereo unspecified)
  -44	22	8	7	11	-3	-4	9
Cc1cc(C(=O)CSc2nnnn2C)c(C)n1-c1cccc(F)c1
  5	-144	-1	-84	5	-20	-106	3
O=C(N/N=C/c1c[nH]c2ccccc12)c1cc(-c2ccc3ccccc3c2)n[nH]1
  9	-213	2	46	-26	19	-24	-9
O=C(NCc1ccc2c(c1)OCO2)c1ccc(CS(=O)Cc2ccc(Cl)cc2)o1 (stereo unspecified)
  -13	-20	-9	10	4	9	-3	2
COc1ccc(C(C(=O)NCc2ccc(F)cc2)N(Cc2cccnc2)C(=O)c2snc(C(N)=O)c2N)cc1 (stereo unspecified)
  0	10	14	9	11	8	19	1

# The list is partial (hit frequency here may not be typical).
